Compound activity as filed in PubChem.
DNMT1 inh: inhibitors of human DNMT1; P26358; DNMT1 molecular beacon, Hinp1I cleavage, fluorescence; inhibition (reported as % activation of signal), % at 10 µM; actives 0.83% (n = 360,000); in the data active means inhibition above about 50%
Target sequence (P26358 504-1616 limits assumed): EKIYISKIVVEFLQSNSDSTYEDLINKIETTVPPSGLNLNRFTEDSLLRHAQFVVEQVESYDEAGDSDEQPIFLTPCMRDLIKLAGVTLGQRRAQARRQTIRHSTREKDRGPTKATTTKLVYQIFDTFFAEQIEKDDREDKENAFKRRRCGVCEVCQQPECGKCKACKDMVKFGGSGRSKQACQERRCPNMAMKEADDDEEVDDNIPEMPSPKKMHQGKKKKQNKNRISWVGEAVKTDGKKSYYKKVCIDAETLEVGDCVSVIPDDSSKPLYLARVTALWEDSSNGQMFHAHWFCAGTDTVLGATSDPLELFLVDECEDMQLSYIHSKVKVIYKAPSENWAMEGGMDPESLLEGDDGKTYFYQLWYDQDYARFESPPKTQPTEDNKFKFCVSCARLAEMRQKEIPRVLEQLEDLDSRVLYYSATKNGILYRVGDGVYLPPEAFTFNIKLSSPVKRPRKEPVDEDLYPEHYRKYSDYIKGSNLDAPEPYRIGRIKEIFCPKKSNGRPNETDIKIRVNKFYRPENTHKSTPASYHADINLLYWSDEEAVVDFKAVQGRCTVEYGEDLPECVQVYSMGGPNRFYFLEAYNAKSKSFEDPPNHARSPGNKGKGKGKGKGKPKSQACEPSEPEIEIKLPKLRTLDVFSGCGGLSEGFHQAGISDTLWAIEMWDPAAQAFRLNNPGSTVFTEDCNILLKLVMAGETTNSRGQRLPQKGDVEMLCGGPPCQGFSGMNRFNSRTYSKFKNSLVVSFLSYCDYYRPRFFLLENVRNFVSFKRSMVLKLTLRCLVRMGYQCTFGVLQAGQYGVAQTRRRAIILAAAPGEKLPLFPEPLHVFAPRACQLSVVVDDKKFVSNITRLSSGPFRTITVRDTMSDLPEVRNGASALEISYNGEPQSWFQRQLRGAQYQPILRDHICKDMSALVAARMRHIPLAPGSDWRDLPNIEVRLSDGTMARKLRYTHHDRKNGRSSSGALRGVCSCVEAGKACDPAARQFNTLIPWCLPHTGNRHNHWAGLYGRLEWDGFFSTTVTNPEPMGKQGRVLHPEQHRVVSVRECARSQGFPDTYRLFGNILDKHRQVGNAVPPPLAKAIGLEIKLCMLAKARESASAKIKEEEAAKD
Rpn11 block: Rpn11 (human) deubiquitinase inhibition. human 26S proteasome, Ub4-pepOG fluorescence polarization; 20S core pre-blocked with epoxomicin. calls only at 20 µM. actives 0.59% (n = 360,000);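 active means inhibition at 20 µM, scaled to each plate's controls, above about 33%, limit read from the data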
LMPTP block: LMPTP (human) inhibition | P24666 | recombinant LMPTP-A, OMFP fluorogenic substrate, fluorescence intensity | inhibition, % at 20 µM | actives 0.22% (n = 360,000);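 active means compounds that cut the enzyme signal by at least half of the control window in the single-dose screen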;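 further: plate controls were DMSO wells with enzyme plus substrate for no effect and substrate without enzyme for full effect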
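Buffer or medium: Bis-Tris pH 6.0, DTT, detergent; Assay system: LMPTP-A enzyme; Quantity: 0.625 nM enzyme; Detection: endpoint fluorescence intensity; Times: 50 min dark incubation at room temperature; Controls: substrate-only low control, DMSO enzyme-plus-substrate high control; Doses: single 20 µM dose; Read-out: percent inhibition versus substrate-only and uninhibited controls; Reagent: 400 µM OMFP.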
SUMO1 PPI mod: modulators of human SUMO1-mediated protein-protein interactions | P63165 | SUMO1 binding to a labelled peptide, TR-FRET, 1 h | inhibition, % at 20 µM | actives 0.33% (n = 360,000); in the data active means inhibition above about 37%
STEP block: STEP (human) phosphatase inhibition. P54829. recombinant STEP, OMFP fluorogenic substrate, fluorescence. inhibition, % at 20 µM. actives 0.25% (n = 360,000). AID 588621;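 active means inhibition at 20 µM, scaled per plate between control wells, above about 37%, limit read from the data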;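 further: 0% = DMSO with enzyme and substrate and 100% = substrate only without enzyme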
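System: isolated STEP enzyme; schedule: 20 min enzyme reaction at room temperature, protected from light; medium: Bis-Tris buffer pH 6.0, 2.5 mM DTT, 0.005% Tween 20; signal: fluorescence, 480/540 nm; dosing: single compound dose of 20 µM, 1% DMSO final; also added: OMFP substrate, 25 µM final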
CSN deneddyl inh: inhibitors of human CSN-mediated cullin deneddylation. Q92905. Purified CSN, SCF-Nedd8-OG deneddylation, fluorescence polarization. AID 651999. actives 0.38% (n = 360,000). inhibition, % at 12.5 µM;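 active means pattern-corrected inhibition above about 35%, with an unprinted fluorescence ratio check between 0.5 and 1.5, limit read from the data, passing the limit was not always enough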;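 further: 0% = enzyme with substrate and 100% = substrate without enzyme; some results filed as inactive read as strong as hits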
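assay system = purified human Csn5 enzyme expressed in HEK293T cells | amount = 0.24 nM enzyme | buffer or medium = Tris/NaCl/DTT buffer, pH 7.5 | reagent = 10 nM SCFSkp2-Nedd8OG | compound = one concentration, 12.5 µM, 0.25% DMSO | times = 90 min reaction at room temperature | signal = FP | read-out basis = % inhibition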
NadD block: inhibitors of Staphylococcus aureus NadD; purified NadD enzyme, colorimetric absorbance read-out; inhibition, % at 20 µM; actives 0.78% (n = 360,000); in the data active means inhibition above about 26%; further: some compounds past the cut are filed as inactive
Scp1 inh: blocks human Scp-1 phosphatase activity. inhibition, % at 20 µM. Recombinant Scp1, phosphopeptide, malachite green phosphate absorbance. actives 0.88% (n = 340,000);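 active means inhibition above about 50% at 20 µM, limit read from the data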;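 further: plate controls were DMSO wells with enzyme for no effect and wells lacking enzyme for full effect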
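System: truncated SCP-1 phosphatase (76-261aa); medium: Tris acetate buffer pH 5.5 with MgCl2 and Tween-20; incubation: 45 min room-temperature reaction, 5 min colour, 30 min stabiliser; compound: single 20 µM dose, 1% DMSO; reagent: Phosphorylated 17-residue peptide substrate; read-out: % inhibition at 20 µM; technique: colorimetric free-phosphate detection, absorbance 630 nm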
Neddyl block: inhibitors of human cullin neddylation; calls only at 25 µM; actives 0.58% (n = 360,000); TR-FRET cullin neddylation, biochemical; P61081+Q13564; in the data active means inhibition above about 36%
Rin1-Abl PPI inh: human Rin1-Abl interaction inhibition; actives 0.4% (n = 360,000); P00519+Q13671; TR-FRET Rin1/Abl binding, biochemical; inhibition, % at 7.35 µM; in the data active means inhibition above about 5%, passing the limit was not always enough
* marks the source's active call; other numbers are inactive results; i = inactive; . = not tested or not shown; + = active, no number.

SUMO1 PPI mod	Scp1 inh	Rin1-Abl PPI inh	Rpn11 block	CSN deneddyl inh	smiles	LMPTP block	STEP block	Neddyl block	DNMT1 inh	NadD block
1	1	-4	i	-2	C=CCc1cc(Cl)ccc1OC(=O)Nc1cccc(Cl)c1	1.0	-3	i	4	-8
0	-3	3	i	-7	CCN(CC(=O)Nc1ccccc1C(F)(F)F)C(=O)Cn1c(=O)cnc2ccccc21	-0.5	-1	i	1	-3
-8	-10	1	i	13	Oc1[nH]c2ccccc2c1N=Nc1c(F)c(F)c(F)c(F)c1F	0.1	1	i	23	1
-10	-9	-1	i	-1	CCCCC(C(=O)NC(C)(C)C)N(Cc1ccccc1Cl)C(=O)c1snc(C(N)=O)c1N (stereo not drawn)	1.2	0	i	2	-9
0	3	2	i	3	C=CCn1c(SCC(=O)N2CCN(C(=O)c3ccco3)CC2)nc2sc(CC)cc2c1=O	-0.5	-1	i	0	6
-4	-10	6	i	1	COc1ccccc1NS(=O)(=O)c1ccc(C(=O)N2CCCCCCC2)cc1	-0.7	2	i	2	-5
-1	-11	3	i	-1	O=C(NC(=S)NCCCN1CCOCC1)c1ccc(Br)cc1	-5.3	-2	i	1	-6
-3	1	-2	i	-3	O=C(COc1ccc2ccccc2c1)N1CCN(C(=O)c2cccnc2)CC1	-1.8	-3	i	3	7
-7	4	-3	i	1	CCOC(=O)C1=C(C)Nc2ccc(C)cc2S1	2.4	-2	i	1	11
1	7	1	i	4	Cc1cc(NC(=O)CCCSc2nc(-c3ccco3)cc(C(F)(F)F)n2)n(-c2ccccc2)n1	2.0	-2	i	-6	9
1	-7	1	i	3	N#CN=C1CCCCCN1CC(N)=O	-0.7	-4	i	-2	11
-3	3	-3	i	-4	Nc1nc(CN2CCN(Cc3ccc4c(c3)OCO4)CC2)nc(Nc2ccccc2)n1	-0.2	0	i	3	-3
5	2	3	i	-5	O=C(CN1CCN(Cc2ccccc2)CC1)Nc1ccc(Cl)cc1	-0.8	0	i	-1	-6
-28	-2	-4	i	-1	COc1ccc(N(C(=O)c2ccncc2)S(=O)(=O)c2cccc([N+](=O)[O-])c2)cc1	-0.1	-1	i	-1	0
-3	-5	0	i	-2	COC(=O)c1ccccc1NC(=O)Nc1c(C)n(C)n(-c2ccccc2)c1=O	-1.0	-1	i	-1	0
-9	-5	3	i	2	O=C(/C=C/c1ccc(Cl)c(C(F)(F)F)c1)N1CCN(c2ccccn2)CC1	3.2	3	i	6	-7
0	-9	-5	i	-1	O=C(Nc1ccccc1-c1nnc(SCc2ccccc2Cl)o1)c1ccccc1	3.7	4	i	1	-2
37*	-5	-3	i	23	Cc1oc2c(c1C(=O)c1ccccc1)C(=O)C(=O)c1ccccc1-2	6.3	14	i	93*	11
0	-1	-1	i	2	COc1ccc(CNC(=O)C2CSCCS2)cc1 (stereo not drawn)	1.1	4	i	1	-7
2	3	-3	i	0	O=S(=O)(NCCC1=CCCCC1)c1cccc(S(=O)(=O)N2CCOCC2)c1	0.1	-2	i	2	-4
3	-2	3	i	-2	Cc1c(NC(=O)c2cc(-c3ccc(O)cc3)on2)c(=O)n(-c2ccccc2)n1C	-1.3	0	i	2	-1
13	.	.	.	2	CC(C)C[C@H]1CNC(=O)C(=O)N1C[C@@H]1CCCN1C[C@H](Cc1ccc(O)cc1)N1C[C@H](Cc2ccccc2)N(CC2CCCCCC2)C(=O)C1=O	1.5	.	i	.	34*
3	4	-1	i	3	Cc1c(C(=O)NC2CCN(Cc3ccccc3)C2)oc2c(Cl)cccc12 (stereo not drawn)	3.6	-2	i	-3	2
3	-1	0	i	-1	Cc1ccc(C(=O)O/N=C(\N)c2ccccn2)cc1	0.7	-2	i	-1	-2
1	-3	1	i	-4	Cc1cccc(OCC(=O)NNC(=O)CCc2ccccc2)c1	0.0	0	i	2	3
-1	.	2	i	8	CCOC(=O)N1CCN(C(=O)C2CCC(=O)N(Cc3ccccc3OC)C2)CC1 (stereo not drawn)	-0.6	1	i	9	-5
-12	2	-3	i	0	COc1ccc(OC)c(S(=O)(=O)Nc2cccc(-c3ccc(N4CCCCCC4)nn3)c2)c1	4.5	2	i	-5	36*
-2	-7	4	i	1	Cc1cc(C)cc(NS(=O)(=O)c2ccc3[nH]c(=O)[nH]c3c2)c1	-0.2	-2	i	-3	-4
-34	2	-3	i	-2	O=C1C(=O)c2ccccc2C([O-])=C1[n+]1ccccc1	0.4	0	i	-9	0
-1	.	0	i	0	CN1CCN(C2CN(Cc3ccccc3)S(=O)(=O)C2)CC1 (stereo not drawn)	-3.7	3	i	7	-8
2	-4	-3	i	-2	CC(C)CNC(=O)c1cc(-c2ccco2)on1	-0.9	-1	i	3	7
-2	-8	-2	i	-1	CS(=O)(=O)N1CCN(c2ccc(NC(=O)C(c3ccccc3)c3ccccc3)cc2)CC1	-0.2	2	i	-16	-3
2	.	-2	i	-3	CC(C)(C)c1ccc(C(=O)N2CCC2(C)C(=O)Nc2cccc(C#N)c2)cc1 (stereo not drawn)	1.2	0	i	-1	-5
-11	-3	-2	i	4	Cc1oc(C(C)(C)C)cc1-c1cc(NC(=O)c2ccc([N+](=O)[O-])cc2)n[nH]1	-0.6	-3	i	0	14
0	-4	-4	i	4	Cc1ccc(-n2c(=O)c3sccc3n(CC(=O)NC3CCCCC3)c2=O)cc1	-1.3	18	i	1	0
0	1	-2	i	-3	COc1ccccc1/C=N\NC(=O)c1c(C)nc2ccc(Cl)cn12	-1.0	-1	i	2	-4
8	.	0	i	-3	C=CCCC(=O)N1C[C@H]2CCN(C)[C@H]2C[C@H]1c1ccccc1	-1.1	-1	i	-1	-6
-4	-3	-2	i	-7	COc1ccc(CNC(=O)c2ccc(N3CCC4(CC3)CC(c3ccc(Cl)cc3)=NO4)c([N+](=O)[O-])c2)cc1	2.0	2	i	0	7
8	-6	2	i	1	CN(Cc1cccnc1)C(=O)c1ccc(Cl)c(NS(=O)(=O)c2ccc(F)cc2)c1	-0.9	0	i	4	-3
-1	-9	0	i	0	CC(C)(C)c1ccc(OC(=O)c2ccc3snnc3c2)cc1	-1.4	1	i	2	10

Part of the list above in order of heavy-atom count, descending.
SUMO1 PPI mod	Scp1 inh	Rin1-Abl PPI inh	Rpn11 block	CSN deneddyl inh	smiles	LMPTP block	STEP block	Neddyl block	DNMT1 inh	NadD block
8	-6	2	i	1	CN(Cc1cccnc1)C(=O)c1ccc(Cl)c(NS(=O)(=O)c2ccc(F)cc2)c1	-0.9	0	i	4	-3
-11	-3	-2	i	4	Cc1oc(C(C)(C)C)cc1-c1cc(NC(=O)c2ccc([N+](=O)[O-])cc2)n[nH]1	-0.6	-3	i	0	14
-1	-9	0	i	0	CC(C)(C)c1ccc(OC(=O)c2ccc3snnc3c2)cc1	-1.4	1	i	2	10

Next part.
SUMO1 PPI mod	Scp1 inh	Rin1-Abl PPI inh	Rpn11 block	CSN deneddyl inh	smiles	LMPTP block	STEP block	Neddyl block	DNMT1 inh	NadD block
0	14	1	i	0	COc1cc2sc3ccc(-c4ccc5[nH]ccc5c4)cc3c(=O)c2cc1OC	0.5	-1	i	-20	1
-10	-10	-4	i	-2	C/C(=N\NC(=O)c1ccc2c(c1)OCO2)c1ccco1	-1.8	0	i	0	-1
-8	3	1	i	-2	COCCNCc1ccccc1[N+](=O)[O-]	-0.4	-1	i	4	1
4	.	-4	i	-2	Cc1ccc(S(=O)(=O)N2CCOCC2)cc1NC(=O)CN(C)CC(=O)Nc1cccc(F)c1	-1.7	-1	i	-3	-5
-9	10	-5	i	-2	Cc1cc(S(=O)(=O)Nc2c(C)ccc3nsnc23)ccc1F	1.4	0	i	-3	-5
-4	-3	2	i	1	Cc1cc(Cl)ccc1OCC(=O)NCCOC(=O)Nc1sc(=S)n(C)c1C	-1.1	2	i	-1	7
-3	13	-2	i	-1	CC1=C(C(=O)OC(C)C)C(c2cccnc2)C2=C(CCCC2=O)N1 (stereo not drawn)	-1.4	-1	.	2	-7
0	-8	-1	i	0	Nc1ccccc1C(=O)N1CCc2ccccc21	-2.3	1	i	-3	0

Sorted by number of heavy atoms (descending): some entries from above
SUMO1 PPI mod	Scp1 inh	Rin1-Abl PPI inh	Rpn11 block	CSN deneddyl inh	smiles	LMPTP block	STEP block	Neddyl block	DNMT1 inh	NadD block
-4	-3	-2	i	-7	COc1ccc(CNC(=O)c2ccc(N3CCC4(CC3)CC(c3ccc(Cl)cc3)=NO4)c([N+](=O)[O-])c2)cc1	2.0	2	i	0	7
4	.	-4	i	-2	Cc1ccc(S(=O)(=O)N2CCOCC2)cc1NC(=O)CN(C)CC(=O)Nc1cccc(F)c1	-1.7	-1	i	-3	-5
8	-6	2	i	1	CN(Cc1cccnc1)C(=O)c1ccc(Cl)c(NS(=O)(=O)c2ccc(F)cc2)c1	-0.9	0	i	4	-3
0	-4	-4	i	4	Cc1ccc(-n2c(=O)c3sccc3n(CC(=O)NC3CCCCC3)c2=O)cc1	-1.3	18	i	1	0
-4	-3	2	i	1	Cc1cc(Cl)ccc1OCC(=O)NCCOC(=O)Nc1sc(=S)n(C)c1C	-1.1	2	i	-1	7
0	1	-2	i	-3	COc1ccccc1/C=N\NC(=O)c1c(C)nc2ccc(Cl)cn12	-1.0	-1	i	2	-4
8	.	0	i	-3	C=CCCC(=O)N1C[C@H]2CCN(C)[C@H]2C[C@H]1c1ccccc1	-1.1	-1	i	-1	-6
-10	-10	-4	i	-2	C/C(=N\NC(=O)c1ccc2c(c1)OCO2)c1ccco1	-1.8	0	i	0	-1
0	-8	-1	i	0	Nc1ccccc1C(=O)N1CCc2ccccc21	-2.3	1	i	-3	0
-8	3	1	i	-2	COCCNCc1ccccc1[N+](=O)[O-]	-0.4	-1	i	4	1

(next part)
SUMO1 PPI mod	Scp1 inh	Rin1-Abl PPI inh	Rpn11 block	CSN deneddyl inh	smiles	LMPTP block	STEP block	Neddyl block	DNMT1 inh	NadD block
6	6	0	i	-1	Cc1onc(-c2ccccc2)c1C(=O)NNC(=S)NC(=O)c1ccc(Cl)cc1Cl	-1.2	2	i	-1	16
-5	-11	-8	i	0	Cc1ccc(Cn2c(N/N=C/c3ccncc3)nc3c2c(=O)n(C)c(=O)n3C)cc1	5.0	0	i	6	-4
3	-8	0	i	-2	Cc1cccc(NC(=S)N2CCN(S(=O)(=O)c3ccccc3)CC2)c1	2.2	6	i	4	-6
-1	-5	-3	i	2	CCCCC#Cc1cncc(C(=O)N/N=C/c2cccc(OC)c2)c1	1.8	5	i	-3	-2
6	3	4	i	-5	CCc1noc(C)c1C(=O)Nc1nnc(C(CC)CC)s1	1.5	-3	i	5	-1
-35	-10	3	i	-1	O=C(COC(=O)c1ccccc1[N+](=O)[O-])c1ccc2c(c1)OCO2	-0.6	-2	i	1	-6
0	-3	-2	i	0	COc1ccc2[nH]c(C(=O)O)c(NS(=O)(=O)c3ccc(C)cc3C)c2c1	-0.5	8	+	0	0
2	-5	-2	i	-8	CCCOc1ccc(OCCN2CCCC(C)C2)cc1 (stereo not drawn)	-1.1	-1	i	2	-3
